Screening data (PubChem BioAssay)
Wnt act: Wnt/beta-catenin pathway activation; Wnt/beta-catenin reporter cell assay, activator, plate reader; activation, % at 9.35 µM; 1.2% of 300,000 active; AID 743398; in the data active means activation above about 30%, passing the limit was not always enough;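 further: 0% = neutral control wells and 100% = positive control wells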
SR-BI uptake up: enhances SR-BI lipid uptake from DiI-HDL. CHO ldlA[mSR-BI] cells, DiI-HDL uptake fluorescence, 3 h; 100 = double the neutral-control signal. activation, % at 12.5 µM. 0.096% of 320,000 active. AID 504775;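 active means mean replicate activation of at least 60% and every replicate at or above 60%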;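 further: 0% = median plate neutral-control signal and 100% = twice that signal; values of inactives mirror those of a sister screen read the other way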
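Test system: SR-BI-overexpressing, LDLR-lacking CHO cells; Also added: labelled HDL, 10 µg/mL; Measured by: bottom-read cell fluorescence after medium removal, ex 550/em 595 nm; Timing: 3 h uptake period with compound, 37 °C; Buffer or medium: F12, 0.5% BSA, 25 mM HEPES; Doses: single compound concentration, delivered by pin transfer.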
E coli growth: bacterial growth inhibition, counter-screen for AddAB inhibitors; E. coli V3065 growth, OD600 absorbance, 18 h; inhibition, % at 11.9 µM; 0.27% of 330,000 active; AID 449728;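 active means inhibition above the campaign's mean inhibition across all tested compounds plus 3 SD, cut at about 9.9% in these data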;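 further: uninfected addAB+ strain grown without phage in ampicillin broth; 0% = DMSO wells and 100% = ciprofloxacin 0.95 µg/ml wells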
MITF TRPM1 HTS: increases MITF-driven TRPM1 promoter luciferase signal; 0.75% of 300,000 active; SK-MEL-5 TRPM1-promoter luciferase, 24 h; % of positive control, neutral wells = 0; activation, % at 12.5 µM;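 active means mean activation of at least 80% with every replicate also reaching 80%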;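 further: 0% = neutral control wells and 100% = parthenolide positive control wells; values of inactives mirror those of a sister screen read the other way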
CAL PDZ FP-1: inhibitors of human CAL PDZ peptide binding; purified CAL PDZ, TMR-peptide fluorescence polarization, 1 h; inhibition, % at 24.9 µM; 0.92% of 300,000 active; AID 602252;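 active means mean inhibition of at least 30% with at least half of replicates also reaching 30%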;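 further: 0% = DMSO neutral control and 100% = excess unlabeled competitor peptide PRC23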
phage Ecoli inh: E. coli growth loss with phage present; growth absorbance; AID 651602; 0.26% of 360,000 active; inhibition, % at 11.9 µM; in the data active means inhibition above about 11%
CAL PDZ FP-2: blocks peptide binding to human CAL PDZ domain; Q9HD26; purified CAL PDZ, TMR-peptide fluorescence polarization, 1 h; inhibition, % at 20 µM; 0.02% of 330,000 active; AID 504414;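 active means highest replicate inhibition of at least 40%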;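 further: plate controls were DMSO neutral control wells for no effect and unlabeled competitor peptide control wells for full effect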
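Material: tagged CAL PDZ protein CerCALP, purified; buffer or medium: sodium phosphate/NaCl buffer pH 7.4 with TCEP, IgG, Thesit; also added: fluorescent TMR peptide probe; schedule: 1 h incubation at room temperature before polarization reading; technique: fluorescence polarization from S- and P-plane intensities, G-factor corrected; control set: unlabelled peptide and DMSO controls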
Tat export inh: E. coli Tat transport inhibition | inhibition, % at 10 µM | AID 488895 | E. coli MC4100 TorA-mCherry Tat export, fluorescence | 0.036% of 340,000 active;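 active means mean replicate inhibition at least 50% and at least half of replicates individually reaching 50%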;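 further: exported cargo escapes ClpAP degradation while cytoplasmic cargo is degraded and loses fluorescence; 0% = median of neutral control wells and 100% = median of NaSCN control wells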
SR-BI DiI inh: mouse SR-BI HDL lipid transfer inhibition. Q61009. ldlA[mSR-BI] CHO cells, DiI-HDL uptake fluorescence, 3 h. inhibition, % at 12.5 µM. 0.96% of 320,000 active. AID 488896;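 active means mean replicate inhibition of at least 70% and a set share of replicates each scoring 70 or more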;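 further: 0% = median of neutral control wells and 100% = median of positive control wells; values of inactives mirror those of a sister screen read the other way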
Target sequence (Q61009 whole entry, looked up): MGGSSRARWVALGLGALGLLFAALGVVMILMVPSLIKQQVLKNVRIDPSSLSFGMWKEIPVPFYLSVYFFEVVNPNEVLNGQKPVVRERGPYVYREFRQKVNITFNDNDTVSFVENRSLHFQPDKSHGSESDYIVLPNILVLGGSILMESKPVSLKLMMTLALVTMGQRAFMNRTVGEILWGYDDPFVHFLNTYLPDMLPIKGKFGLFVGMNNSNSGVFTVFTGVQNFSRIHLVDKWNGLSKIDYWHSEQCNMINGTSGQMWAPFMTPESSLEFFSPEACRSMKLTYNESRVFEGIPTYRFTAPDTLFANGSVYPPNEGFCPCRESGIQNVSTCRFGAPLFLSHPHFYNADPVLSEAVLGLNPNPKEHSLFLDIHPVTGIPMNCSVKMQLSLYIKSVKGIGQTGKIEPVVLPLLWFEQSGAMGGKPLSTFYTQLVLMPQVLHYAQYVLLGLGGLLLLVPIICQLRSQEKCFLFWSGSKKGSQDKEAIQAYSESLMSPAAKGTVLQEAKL
AddAB inh: less growth of phage-infected E. coli with AddAB. E. coli expressing H. pylori AddAB, absorbance growth. 0.29% of 330,000 active. AID 435030. inhibition, % at 11.9 µM; in the data active means inhibition above about 12%;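 further: 0% = vehicle wells of infected cells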
An asterisk follows results filed as active; nt = not tested or not shown.

SMILES | Wnt act | SR-BI uptake up | E coli growth | MITF TRPM1 HTS | CAL PDZ FP-1 | phage Ecoli inh | CAL PDZ FP-2 | Tat export inh | SR-BI DiI inh | AddAB inh
CCc1nnc(NC(=O)c2ccc(OC)cc2OC)s1 | nt | -17 | -0.4 | 36 | -2 | 2.6 | -2.8 | 0 | 17 | 0.4
Cc1ccc(-c2c(C)n([O-])c3c([n+]2=O)CCCC3)cc1 | 4 | 19 | -0.8 | 7 | -2 | 3.3 | -1.5 | 2 | -19 | 0.4
O=C(NC1CCCc2ccccc21)c1cc(F)cc(F)c1 (centres undefined) | -2 | 9 | -3.1 | -5 | -2 | 2.7 | -2.3 | 1 | -9 | -2.4
N#CC1(C#N)C(c2ccccc2)OC23CCCCCC2C1(C#N)C(=N)O3 (centres undefined) | 1 | -3 | -0.8 | -13 | -1 | 2.6 | 0.4 | 4 | 3 | -1.2
COc1ccc([C@H]2CC(=O)C=C(c3cccc(CO)c3)C2)cc1 | 6 | -17 | -0.8 | 8 | 10 | 3.8 | -1.5 | 1 | 17 | 1.9
N=c1c(C(=O)NCc2ccco2)cc2c(=O)n3ccccc3nc2n1CCc1ccccc1 | nt | -38 | 0.8 | 17 | 1 | 2.7 | -1.2 | 1 | 38 | 1.5
Cc1ccc(C)c(C(=O)CN2C(=O)NC3(CCC(C)CC3)C2=O)c1 (centres undefined) | -6 | 1 | 0.9 | 0 | 0 | 5.0 | 0.7 | -12 | -1 | 1.0
CN1CCN(S(=O)(=O)c2ccc(NC(=O)c3ccc(Br)s3)cc2)CC1 | nt | -5 | 0.5 | 14 | -7 | -0.2 | nt | -7 | 5 | 2.1
CC1CCC(NC(=O)c2ccc3snnc3c2)CC1 (centres undefined) | 8 | -5 | -1.3 | 4 | -2 | 0.3 | -2.2 | -4 | 5 | 1.7
CCCn1c(SCC(=O)Nc2ccc(Cl)cc2)n[nH]c1=O | -2 | 15 | 0.2 | -4 | 1 | 3.2 | -2.0 | 4 | -15 | 1.9
Cc1ccc(S(=O)(=O)NC(=O)Nc2ccc(C)cc2C)cc1 | 1 | 25 | nt | -2 | 5 | 3.2 | -1.7 | 1 | -25 | nt
CCN1C(=O)Cc2cc(S(=O)(=O)NCCc3ccccc3)ccc21 | -2 | 21 | 0.8 | -15 | -2 | 3.7 | -0.4 | -3 | -21 | 0.7
COc1ccccc1NS(=O)(=O)c1ccc(NC(C)=O)cc1 | nt | -5 | 0.6 | -19 | nt | 3.0 | -3.2 | -5 | 5 | 0.3
COc1ccc(NC(=O)COc2coc(CN3CCN(c4ccccc4)CC3)cc2=O)cc1 | -1 | -11 | 0.0 | 8 | 0 | 3.4 | -2.0 | -6 | 12 | -1.6
CC(=O)[C@@]1(O)CC[C@H]2[C@@H]3C[C@H](C)C4=CC(=O)C=C[C@]4(C)[C@@]3(F)[C@@H](O)C[C@@]21C | -3 | 8 | -2.7 | 16 | -1 | 3.6 | -0.4 | -1 | -8 | -1.1
CC(C)C[C@H](NC(=O)OC(C)(C)C)c1nnc(SCc2ccccc2)o1 | -5 | 9 | -4.1 | nt | -1 | 4.3 | 1.0 | 14 | -9 | -1.1
CC(=O)C[C@@H](O)CC(=O)[C@@H]1OC(=O)[C@H](C)C/C=C\Cc2ccccc21 | 11 | 40 | 0.1 | 9 | -1 | -0.2 | 0.0 | -2 | -40 | 0.2
COc1ccc(C2C(C(=O)N3CCN(c4ccccc4)CC3)c3ccccc3C(=O)N2C)cc1 (centres undefined) | nt | 22 | -1.8 | -5 | -4 | 0.5 | 0.5 | 2 | -22 | -2.7
O=C(CN(c1ccccc1)S(=O)(=O)c1ccccc1)Nc1ccc(F)cc1 | 0 | -1 | -0.5 | 1 | 3 | 2.1 | 0.7 | -1 | 1 | -0.6
O=Cc1ccc(-n2cccn2)cc1 | 1 | nt | -0.5 | -5 | 10 | 2.0 | -0.8 | -5 | nt | -1.9
COc1ccc(C(CNC(=O)CCNS(=O)(=O)c2ccc(Br)cc2)N2CCOCC2)cc1 (centres undefined) | 2 | 9 | nt | 0 | -5 | 0.8 | -2.0 | -1 | -9 | nt
CCOC(=O)C(=CNc1ccc2c(c1)nnn2-c1ccc(Cl)cc1)C(=O)OCC | nt | -26 | -1.0 | -10 | 7 | 4.3 | -0.7 | 10 | 26 | -0.2
COc1cc(/C=N/NC(=O)c2cccc(S(=O)(=O)N3CCCC3)c2)ccc1O | 0 | -31 | -0.1 | -4 | 4 | 5.7 | -2.7 | 5 | 31 | 3.3
Cc1cccc(N2CCN(C(=O)CC(NC(=O)c3ccccc3Cl)c3ccccc3)CC2)c1C (centres undefined) | -9 | -30 | -1.1 | 0 | 1 | 2.8 | -2.9 | 10 | 30 | 2.8
COc1ccccc1N1CC(C(=O)Nc2ccc(S(=O)(=O)N3CCCC3)cc2)CC1=O (centres undefined) | 3 | -3 | -1.6 | 3 | 1 | 1.5 | -1.6 | 2 | 3 | 1.0
O=C(c1cc(S(=O)(=O)N2CCCCC2)ccc1F)N1CCCCC1 | -1 | 15 | 3.7 | 7 | nt | nt | -1.2 | -4 | -15 | 1.6
Cc1cc(O)cc2c1O[C@@](C)(CCC[C@@H](C)CCC[C@@H](C)CCCC(C)C)CC2 | 3 | -14 | 2.9 | 7 | -5 | 7.0 | -0.8 | 13 | 14 | 5.1
CCCn1c(=N)n(CC(O)c2ccco2)c2ccccc21 (centres undefined) | nt | 11 | 3.2 | 3 | -5 | 2.0 | -1.1 | -4 | -11 | -0.9
CCN(CC(N)=O)S(=O)(=O)c1ccc(F)cc1 | 0 | 6 | 2.1 | 9 | -2 | 3.0 | 0.2 | 3 | -6 | 1.8
COc1ccc(C(c2nnnn2C2CCCC2)N2CCN(c3ccccc3)CC2)cc1 (centres undefined) | nt | 17 | 0.1 | -2 | -5 | 0.7 | -2.5 | 6 | -17 | 1.5
CN(C)/C=C(\C(=O)c1ccc(Cl)cc1)c1nnnn1-c1ccc(Cl)cc1 | -2 | 13 | -6.4 | nt | 6 | 2.5 | -0.6 | -3 | -13 | -3.4
CC1(C)CC(=O)C(CC2=C(O)CC(C)(C)CC2=O)=C(O)C1 | nt | 11 | 1.6 | -1 | 28 | 2.1 | -1.8 | -1 | -11 | 0.7
N#Cc1c(C(F)(F)F)cc(-c2ccc(Cl)c(Cl)c2)nc1SCCN1CCOCC1 | -7 | -62 | -1.5 | -21 | -1 | nt | nt | 0 | 62 | 2.1
Cc1cc(C)c2c(n1)nn1c(C)c(CCC(=O)NCc3ccco3)c(C)nc21 | -2 | -1 | 0.8 | -6 | nt | 1.9 | -0.3 | 1 | 1 | -1.0
CCOC(=O)C1CCN(C(=O)c2cccc(S(=O)(=O)N3c4ccccc4CC3C)c2)CC1 (centres undefined) | -4 | -32 | -0.5 | -5 | nt | 2.4 | -0.4 | 0 | 32 | 0.1
O=C(Cc1ccc(S(=O)(=O)N2CCOCC2)s1)N1CCN(S(=O)(=O)c2ccccc2F)CC1 | -2 | 9 | nt | 21 | -6 | 1.6 | -0.6 | 1 | -9 | nt
COc1cc(C2NC(=O)CCC2[N+](=O)[O-])cc(OC)c1OC (centres undefined) | -1 | 7 | -1.8 | nt | 0 | -0.9 | 0.4 | 8 | -7 | -1.2
COC(=O)c1cn(C(=O)c2ccc(C)c(C)c2)c2ccccc12 | 5 | -36 | 2.0 | -2 | 0 | 0.4 | -1.7 | -5 | 36 | 3.7
O=C(NCCCc1ccccc1)C(=O)NCC1OCCN1S(=O)(=O)c1ccc(F)cc1 (centres undefined) | -3 | -17 | -1.3 | -10 | -3 | 2.3 | -1.3 | 0 | 17 | -1.2
COC(=O)C(Cc1ccccc1)NC(=O)c1cc(=O)[nH]c2ccccc12 (centres undefined) | -2 | -6 | -0.3 | 4 | 0 | 3.1 | 0.2 | -5 | 6 | 5.7
O=C(NCC(=O)N(c1ccc(Cl)cc1)C(C(=O)NC1CCCC1)c1ccncc1)c1ccco1 (centres undefined) | -2 | nt | -2.3 | -14 | 0 | 2.2 | -2.3 | 3 | nt | 1.1
CN(C)S(=O)(=O)c1ccc(C(=O)Nc2ccccc2OC(F)(F)C(F)F)cc1 | 6 | -51 | -1.4 | -2 | 0 | nt | -2.7 | -1 | 51 | 0.7
NCCOc1ccccc1OCCN | -1 | 27 | 0.0 | -1 | -4 | 1.6 | 0.3 | -4 | -27 | -0.2
COc1cc(C2C(C#N)=C(N)N(N(C)C)C3=C2C(=O)CC(C)(C)C3)cc(OC)c1OC (centres undefined) | -2 | 2 | -2.0 | 3 | 44* | 2.5 | -0.9 | 6 | -2 | 1.6
CCOc1ccccc1-n1c(COc2ccccc2)nnc1SCC(N)=O | nt | 14 | 0.5 | -4 | nt | 3.1 | -0.4 | -2 | -14 | 1.5
COc1cc(OC)c(N(C)S(=O)(=O)c2cccc(C(=O)OCC(=O)N(C)Cc3ccccc3)c2)cc1Cl | -3 | -18 | nt | -8 | -11 | 3.7 | -0.3 | 10 | 18 | nt
CCc1ccc(NC(=O)C2=CC(c3ccc(OC)cc3)=NS(=O)(=O)N2C)cc1 | 0 | 8 | 0.3 | nt | -10 | 3.9 | -2.8 | 12 | -8 | 1.0
COc1ccc(S(=O)(=O)N2CCCCC2)cc1NC(=O)c1ccccc1 | 1 | -13 | 0.9 | -3 | nt | 4.6 | -0.1 | -13 | 13 | -0.7
CC(Nc1nc2ccccc2n2cnnc12)c1ccccc1 (centres undefined) | 0 | 13 | 1.8 | 11 | 2 | 2.1 | -2.1 | 2 | -13 | -0.3
O=C(c1ccc(Cl)c([N+](=O)[O-])c1)N(Cc1ccco1)C1CCS(=O)(=O)C1 (centres undefined) | -2 | 6 | -0.1 | 7 | nt | 1.3 | -0.4 | -7 | -6 | 5.6
Cc1cc(C(F)(F)F)nc(Nc2nc(C)c3ccccc3n2)n1 | 5 | -2 | -0.6 | -17 | -2 | 0.8 | -0.7 | 1 | 2 | 0.0
COc1cc(NS(C)(=O)=O)cc(OC)c1OC | 2 | 19 | 1.1 | 3 | 0 | 0.3 | 0.5 | 3 | -19 | 3.8
COc1ccc(Nc2nc(N3CCN(C)CC3)nc3ccccc23)c(OC)c1 | -2 | -12 | 0.3 | 5 | 53* | 3.0 | 1.8 | -13 | 12 | 3.2

With a hit mark in CAL PDZ FP-1, of those listed so far:
Compound	Wnt act	SR-BI uptake up	MITF TRPM1 HTS	CAL PDZ FP-1	phage Ecoli inh	CAL PDZ FP-2	Tat export inh	SR-BI DiI inh	AddAB inh
COc1cc(C2C(C#N)=C(N)N(N(C)C)C3=C2C(=O)CC(C)(C)C3)cc(OC)c1OC (centres undefined)	-2	2	3	44*	2.5	-0.9	6	-2	1.6
COc1ccc(Nc2nc(N3CCN(C)CC3)nc3ccccc23)c(OC)c1	-2	-12	5	53*	3.0	1.8	-13	12	3.2

This is a random part of the collection (roughly 3.6% active in at least one column).
